# Compound activity from PubChem.
# mouse EphA4 binding: EphA4 ligand-binding antagonists – biochemical, colorimetric, mouse EphA4, primary screen (AID 689); EphA4-AP binding to KYL peptide, pNPP A405; higher % means a stronger effect; inhibition, % at 10 µM, or IC50 in µM where a hit was titrated; 0.1% of 62,000 active; in the data active = a potency from the dose series; inactive = the rest, 99 in 100 with inhibition below about 22%
# * hit, by the source's call; & = joins results of further samples. The list is partial; rates above refer to the full screens.
SMILES	mouse EphA4 binding
CCOC(=O)C1=C(C)OC(N)=C(C#N)C1c1cc2c(cc1Br)OCO2 (stereo not drawn)	-9%
CC1(C)CC(=O)C2=C(C1)N(CCN1CCOCC1)C1=C(C(=O)CC(C)(C)C1)C2c1cccc(Cl)c1	-6%
COc1ccc(N=C(N(C)C)P(=O)(N(C)C)N(C)C)cc1	-19%
COc1ccc(C2NC(=O)NC(C)=C2C(=O)Nc2cc(C)ccc2C)cc1OC (stereo not drawn)	-6%
O=C(Cn1nnc(-c2ccccc2)n1)N1CCN(S(=O)(=O)c2ccc(Cl)cc2)CC1	-14%
O=C(Nc1ccc(NC(=O)C23CC4CC(CC(C4)C2)C3)cn1)c1ccco1	-6%
COc1ccc(CN(CCCN2CCOCC2)C(=O)Nc2cccc(Cl)c2)cc1OC	6%
CCC(=O)Oc1cc2oc(CC)c(-c3nc(C)cs3)c(=O)c2cc1CC	-16%
Cc1cc(NC(=O)CSc2nnc3c4c(C)c(C)sc4ncn23)no1	-34%
CCOC(=O)c1sc(NC(=O)COC(=O)c2ccco2)nc1C	43%
O=c1[nH]cnc2c1oc1ccccc12	-12%
NCC12CC3CC(CC(O)(C3)C1)C2	2%

# Other results follow.
SMILES	mouse EphA4 binding
O=C(CC(c1ccccc1O)N1CCCCC1)N1CCCCC1 (stereo not drawn)	-8%
COC(=O)CSc1nc2cc3c(cc2cc1C#N)OCO3	-7%
Nc1nnc(SCC(=O)c2ccc3ccccc3c2)s1	3%
CC(C)C(=O)N=c1sc2cc(F)cc(F)c2n1C	-12%
CC(C)c1ccccc1-n1c(SCC(=O)N2CCN(c3ccccc3)CC2)nnc1-c1cccnc1	-16%
Cc1ccc(C)c(NC(=O)C2(C)CC3c4ccccc4C2c2ccccc23)c1 (stereo not drawn)	-18%
CCOC(=O)C1=C(C)NC(=O)NC1c1cccnc1 (stereo not drawn)	4%
O=C(NN=C1c2ccccc2-c2ccccc21)c1ccccn1	-4%
CCOC(=O)C(CCCOc1ccc(C)cc1)C(=O)OCC	2%
CC(C)(C)NC(=O)C(OC(=O)Cn1nnc(-c2ccc(F)cc2)n1)c1ccncc1 (stereo not drawn)	-15%
COc1ccccc1Oc1cc(F)nc(N)n1	-14%
CCC(=S)/C=C1\Sc2ccc3ccccc3c2N1CCCS(=O)(=O)O	5%

# The listing continues.
SMILES	mouse EphA4 binding
CCOc1cccc2cc(C(N)=O)c(=NCc3ccccc3)oc12	-1%
Cc1ccc(-c2nn(-c3cc(N4CCN(CCO)CC4)ccc3[N+](=O)[O-])c(=O)c3ccccc23)cc1C	6%
O=C(NCc1cccs1)c1cccnc1C(=O)O	2%
O=C(Nc1c(C(=O)N2CCOCC2)cnn1-c1ccccc1)c1ccco1	-7%
COc1ccc(OC)c(C2CC(O)(c3ccccc3OC)C(C)C(c3cc(OC)ccc3OC)N2)c1 (stereo not drawn)	-6%
CNc1ccc(OC(F)F)cc1C(=O)c1ccccc1	-8%
O=C(NCC1CCCO1)c1csc2c1CCCC2 (stereo not drawn)	-5%
COCc1cc(=O)[nH]c(SCC(=O)Nc2ccccc2)n1	-14%
CCOc1cc(C(=O)NCc2ccccc2OC)cc(OCC)c1OCC	-4%
CCN(CC)CCN1C(=O)C(=O)/C(=C(/O)c2cccc(OC)c2)C1c1ccccn1 (stereo not drawn)	3%
Cc1ccc(NC(=O)CS(=O)CC(=O)NCC2OCCc3ccccc32)c(C)c1 (stereo not drawn)	4%
Cc1ccc(NC(=O)N2CCC(C(=O)NCCC3=CCCCC3)CC2)cc1	-8%

# Remaining list, next part:
SMILES	mouse EphA4 binding
CC(C)OC(=O)c1cc(=O)[nH]c2ccccc12	2%
Cn1cccc1C(=O)NC(=O)COC(=O)CC12CC3CC(CC(C3)C1)C2	-8%
CCN(CC)c1nc(C(N)=O)cc(-c2ccccc2)n1	-6%
O=C1S/C(=C/c2ccc3c(c2)OCO3)C(=O)N1CN1CCCC1	-13%
C=C1c2ccc(C)cc2NC(=O)N1CC	12%
Cc1ccc(/C=C/C(=O)Nc2cccc(Cl)c2Cl)o1	8%
Cc1cccc(CS(=O)(=O)Cc2ccc(C(=O)NCc3ccco3)o2)c1	6%
Cc1[nH]c(=O)[nH]c(=O)c1NC(=O)CSc1ncccc1-c1nc2ccccc2[nH]1	2%
Cc1nn(-c2ccccn2)c(C)c1Oc1ccccc1O	-3%
CCN(CC)c1ccc(NC(=O)CN2C(=O)CSc3ncccc32)c(C)c1	2%
O=C(/C=C/c1ccccc1)NC(=S)Nc1ccc(N2CCOCC2)c(Cl)c1	-12%
Cc1cccc(C)c1NS(=O)(=O)c1ccc(F)cc1	-7%

# Arranged by count of non-hydrogen atoms (descending): some entries from above
SMILES	mouse EphA4 binding
Cc1[nH]c(=O)[nH]c(=O)c1NC(=O)CSc1ncccc1-c1nc2ccccc2[nH]1	2%
O=C(/C=C/c1ccccc1)NC(=S)Nc1ccc(N2CCOCC2)c(Cl)c1	-12%
CCN(CC)c1nc(C(N)=O)cc(-c2ccccc2)n1	-6%
Cc1cccc(C)c1NS(=O)(=O)c1ccc(F)cc1	-7%

# Among those listed so far, 6 contain a furan ring, fused or not.
SMILES	mouse EphA4 binding
O=C(Nc1ccc(NC(=O)C23CC4CC(CC(C4)C2)C3)cn1)c1ccco1	-6%
CCOC(=O)c1sc(NC(=O)COC(=O)c2ccco2)nc1C	43%
O=c1[nH]cnc2c1oc1ccccc12	-12%
O=C(Nc1c(C(=O)N2CCOCC2)cnn1-c1ccccc1)c1ccco1	-7%
Cc1ccc(/C=C/C(=O)Nc2cccc(Cl)c2Cl)o1	8%
Cc1cccc(CS(=O)(=O)Cc2ccc(C(=O)NCc3ccco3)o2)c1	6%

# Following part.
SMILES	mouse EphA4 binding
Cc1ccc(C(=O)N2CCN(S(=O)(=O)c3ccccc3[N+](=O)[O-])C2)cc1	-7%
CCO/C=C1\C(=O)N(CC)c2ccccc21	-6%
COC(=O)c1cccc(NC(=O)/C=C/c2cccc([N+](=O)[O-])c2)c1	4%
Cc1ccc(N2C(=O)C=CC2=O)cc1[N+](=O)[O-]	3%
O=C(CN1C(=O)COc2ccccc21)Nc1ccc(F)cc1	10%
Cc1ccc(NC(=O)c2ccc(S(=O)(=O)N3CCCCC3)cc2)cc1	-21%
COc1ccc(CCNc2nc(-c3sc(C)nc3C)cs2)cc1OC	5%
Cc1c(NCc2nc3ccccc3[nH]2)c(=O)n(-c2ccccc2)n1C	-9%
CN1C(=O)CC(N2CCN(CC(N)=O)CC2)C1=O (stereo not drawn)	-1%
O=C1/C(=C/c2ccccc2Cl)SC(=S)N1c1ccc(O)cc1	-4%
COCc1nnc(NC(=O)CSc2ccc(C)cc2)s1	-2%
CC1CCN(c2ccc(C(=O)NCCc3ccccc3)cn2)CC1	-5%

# (next part)
SMILES	mouse EphA4 binding
COC(=O)CC1COc2ccccc2N1C(=O)c1ccc(OC)cc1 (stereo not drawn)	-9%
Cc1ccnc(N2CCC(C(=O)NNC(=O)c3ccccc3)CC2)n1	-5%
Cc1ccccc1-c1nnc(-c2ccc(Cl)cc2)o1	1%
O=C(NCc1ccccc1)c1csc2c1CCCCC2	-2%
CCN1C(=O)/C(=C\c2ccc(-c3ccc(C(=O)OC)cc3)o2)SC1=S	9%
CCCCOc1cccc(/C=N/NC(=O)c2csc(C)c2C)c1	-3%
Cc1ccc(NC(=O)CSCC(=O)N2c3ccccc3CCc3ccccc32)cc1	-11%
O=C(NCCN1CCCC1)c1ccc2c(=O)n(CCc3ccccc3)c(=O)[nH]c2c1	14%
COc1ccc(C2CCCN2C(=O)Nc2ccccc2)cc1OC (stereo not drawn)	2%
O=C(Nc1ccccc1N1CCCCC1)c1ccco1	-3%
CCOC(=O)c1sc(NC(=O)Cn2nnc3sc4c(c3c2=O)CCCC4)nc1C	-9%
Cc1cc(C)n2c(SCC(=O)Nc3ccccc3)nnc2n1	-15%

# Following part:
SMILES	mouse EphA4 binding
O=C(Nc1cc(C(F)(F)F)ccc1Cl)c1nn2c(c1Br)NC(c1cccs1)CC2C(F)(F)F (stereo not drawn)	5%
COc1ccc2oc(=O)c(C(=O)Nc3cccc(Cl)c3C)cc2c1	10%
CC(=O)c1c(COC(=O)c2ccccc2)nc2ccccc2[n+]1[O-]	2%
CCC(c1nnnn1Cc1ccc2c(c1)OCO2)N1CCN(c2ccc(OC)cc2)CC1 (stereo not drawn)	-4%
CCc1nc(SC)[nH]c(=O)c1C	-9%
COc1cc2cc(C(=O)O)[nH]c2c(OC)c1OC	-7%
CCN(CC)c1ccc(/C=N/n2c(=S)[nH]nc(C)c2=O)cc1	10%
CSCc1nnc(NC(=O)c2ccc(S(=O)(=O)N(CC(C)C)CC(C)C)cc2)o1	-16%
CCOC(=O)N1CCC(N2C(=O)c3ccccc3C2Nc2c(C)cccc2C)CC1 (stereo not drawn)	-3%
COc1ccc(-n2c(C)cc(C(=O)CSc3nnc(-c4ccoc4C)n3C)c2C)cc1	-8%
Cn1c(=O)c2c3c(sc2n2c(SCc4ccc5c(c4)OCO5)nnc12)COC(C)(C)C3	-4%
N#Cc1c(SCC(N)=O)nc(-c2ccccc2)c2c1CCCC2	-11%

# (list continues)
SMILES	mouse EphA4 binding
N#Cc1c2n(c3c(=S)nc[nH]c13)CCCCC2	-5%
O=C(C1CCC1)N1CCc2cc(S(=O)(=O)NCc3ccccn3)ccc21	-11%
CCCn1nc2cc(C(=O)NCC34CC5CC(CC(C5)C3)C4)ccc2c1OCC	3%
COc1cc(C(=O)N2CC(C)OC(C)C2)c([N+](=O)[O-])cc1OC (stereo not drawn)	-2%
CCC(=O)N1C(C(=O)O)CSC1c1ccc(OC)cc1 (stereo not drawn)	-18%
O=C(CSc1nnc(-c2ccccc2)n1C1CCCCC1)Nc1ccc(S(=O)(=O)Nc2ccccn2)cc1	-15%
O=C(Nc1ccccc1)N(Cc1ccccc1)C1=NCCS1	-5%
CCn1c(SCC(=O)Nc2nc(-c3ccccc3)cs2)nnc1-c1ccccc1	-3%
O=C(NCC(=O)N(CC1CCCO1)C(C(=O)NC1CCCCC1)c1ccccc1)c1cccs1 (stereo not drawn)	-4%
CC(C)(C)N1CC(c2nc3ccccc3n2Cc2ccc(F)cc2)CC1=O (stereo not drawn)	-9%
O=[N+]([O-])c1cccc(S(=O)(=O)NCc2ccccn2)c1	-9%
COc1ccccc1NC(=O)NC(=O)N(C(C)C)S(C)(=O)=O	-4%

# (next part)
SMILES	mouse EphA4 binding
C1=Nc2c(Nc3ccccc3)ncnc2Oc2ccccc21	-4%
CCOC(=O)Nc1ccc(C(=O)Oc2ccccc2)c(O)c1	-15%
CCOC(=O)C1CN(S(=O)(=O)c2ccc(OC)cc2)c2cc(S(=O)(=O)CC)ccc2O1 (stereo not drawn)	-6%
C=C(C)CC1N(c2cccc(OC)c2)C(=O)C2C(C(=O)O)C3C=CC21O3 (stereo not drawn)	-3%
COc1ccc(Nc2nc(N)nc(CN3CCc4ccccc4C3)n2)cc1	1%
COC(=O)\C(C(C)=O)=C(/C=C/C=C/C=C/N(C)C)N(C)C	9%
Cc1ccc(/C=C2\SC(=S)N(c3c(C)n(C)n(-c4ccccc4)c3=O)C2=O)cc1	4%
C=CCn1c(CNc2ccccc2)nnc1SCC(=O)N/N=C/c1ccc(O)cc1O	-8%
O=C(NCc1ccc2c(c1)OCO2)C1CC(=O)N(CCc2ccccc2)C1 (stereo not drawn)	2%
CCCOc1cccc(C(=O)N(Cc2cccs2)C2CCS(=O)(=O)C2)c1 (stereo not drawn)	-5%
Nn1c(CSc2ccccn2)nc2ccccc2c1=O	-8%
COc1ccc(-n2c(Cc3cc(=O)[nH]c(=O)[nH]3)nnc2SCC(=O)N2CCC(C)CC2)cc1	-19%

# Remaining list, next part:
SMILES	mouse EphA4 binding
FC(F)Sc1ccc(N=C2NN=C(c3ccc4c(c3)OCCO4)CS2)cc1	-4%
CCCC(=O)Nc1ccc2c(c1)nc(CN1CCN(C(C)=O)CC1)n2C	-25%
CC(=O)c1ccc(NC(=O)C2CCCN2S(=O)(=O)c2ccc(F)cc2)cc1 (stereo not drawn)	0%
c1ccc(NC2=Nc3cccc4cccc2c34)cc1	-4%
COc1ccc(CN2CCc3ccccc3C2)c(OC)c1OC	-6%
CN(C)S(=O)(=O)c1cccc(-c2cn3ccccc3n2)c1	-2%
Cc1ccc(NC(=O)/C(C#N)=C/c2cc(C)n(-c3ccc(N4CCOCC4)c([N+](=O)[O-])c3)c2C)c(C)c1	-14%
CCCn1ncc(OC)c(Cl)c1=O	-10%
CCCCOC(=O)Cc1c(O)c2ccccc2[nH]c1=O	10%
COc1ccc(NC(=O)c2cc3nc(-c4ccccc4)cc(-c4ccccc4)n3n2)c(OC)c1	-4%&13%
O=C(COn1nnc2ccc(Cl)cc21)NCc1ccccc1	1%
Cn1c(=O)c2cc(S(=O)(=O)Nc3cccc(F)c3)ccc2n(C)c1=O	-9%

# (cont.)
SMILES	mouse EphA4 binding
CC1(C)NC(=O)N(CCOCCOc2ccc3ccccc3c2Br)C1=O	-14%
Cc1cc(C)nc(SCC(=O)c2cccs2)n1	-9%
CCc1nnc(NC(=O)CSc2nccn2-c2cc(C)cc(C)c2)s1	-23%
CCCN1C(=O)c2ccccc2NC1c1ccc(F)cc1 (stereo not drawn)	-8%
S=c1[nH]nc(C2CCCCC2)n1/N=C/C=C/c1ccccc1	-14%
COc1ccc(NC(=O)c2cc(-c3cccs3)on2)cc1OC	16%
CC12CCC(C(=O)O)(C/C1=N\O)C2(C)C (stereo not drawn)	2%
Cn1c(=O)c(C(=O)c2ccccc2)nc2ccccc21	1%
O=C(O)CCCCNS(=O)(=O)c1ccc(Cl)c(C(F)(F)F)c1	-13%
CN(CC(=O)Nc1ccc(C#N)cc1)Cc1ccc(Cl)c(Cl)c1	-1%
O=C(NCC1CCCO1)C1CCN(S(=O)(=O)N2CCCC2)CC1 (stereo not drawn)	-9%
C=CCNC(=O)CC(=O)N/N=C/c1ccccc1F	14%
